Screening data as filed in PubChem.
SW480 rerep: A quantitative high throughput screen for small molecules that induce DNA re-replication in SW480 colon adenocarcinoma cells | SW480 DNA re-replication, Hoechst DNA content imaging, 48 h | Potency, µM (highest dose often 46.1 µM), for inactives: top-dose re-replication activation, actives largely listed as activators | actives 1.8% (n = 340,000) | AID 624297, 2012; also: potency is read from the fitted curve at half-maximal effect; % of control where 0% means no effect; nearly all actives have a fitted effect of over 55% in size
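Quantitative HTS format with DMSO vehicle controls; 48 hr drug incubation at 37 C, then 40 min Hoechst staining and scanning imager measurement at 405 nm excitation.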
HT1080 IDH1KD tx: qHTS for induction of synthetic lethality in tumor cells producing 2HG: qHTS for the HT-1080-IDH1KD cell line | HT-1080 IDH1 knockdown viability, ATP luminescence, 48 h | Potency, µM (doses to about 46.1 µM), for inactives: top-dose activity, negative = toxicity, most hits filed as cytotoxic | actives 2% (n = 360,000) | AID 686971, 2013;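 also: potency is read from the fitted curve at half-maximal effect; 0% = DMSO wells and -100% = cell-free medium wells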
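In this qHTS, HT-1080 cells depleted of IDH1 are exposed for 48 h at 37 °C to compound titrations. Toxicity is scored from CellTiter-Glo luminescence, with DMSO as full viability and medium alone as none.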
MCF10A rereplic: A quantitative high throughput screen for small molecules that induce DNA re-replication in MCF 10a normal breast cells; actives 2.9% (n = 350,000); Potency, µM (top dose mostly 46.1 µM), for the others: at the top dose activity, positive = re-replication, most hits filed as activators; MCF 10A DNA re-replication, Hoechst nuclear intensity, 48 h; AID 624296, 2012; also: potency is read from the fitted curve at half-maximal effect; % of control where 0% means no effect; nearly all actives have a fitted effect of over 50% in size
HEK293 tox: qHTS of GLP-1 Receptor Inverse Agonists: Cytotox Screen; Potency, µM (top dose mostly 38.3 µM), for inactives: at the highest dose activity change, negative = inhibition, hits mostly inhibitors; actives 0.13% (n = 410,000); HEK293 cAMP-luciferase reporter cells, luminescence, 24 h;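 also: loss of luciferase light is scored as toxicity; potency is read from the fitted curve at half-maximal effect; % is scaled to controls: 0 for no effect and ±100 for the full control effect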
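Seeding density was 200 cells/uL; after overnight-length (12 h) culture, 23 nL compounds went on for 24 h at 37 °C. Readout used a luciferase detection reagent, luminescence taken after 12 min at room temperature.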
KB-3-1 tox: qHTS assay for MDR1-selective chemotherapeutics: Primary screen using the parental adenocarcinoma cell KB-3-1 | KB-3-1 viability, CellTiter-Glo ATP luminescence, 72 h | Potency, µM (doses to about 46.1 µM), for the others: at the top dose activity change, negative = cytotoxic, actives largely listed as cytotoxic | actives 1.4% (n = 400,000); also: potency is read from the fitted curve at half-maximal effect; % is scaled to controls: 0 for no effect and ±100 for the full control effect; nearly all actives have a fitted effect of over 60% in size
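Screening of KB-3-1 cells (DMEM, 10% FBS, phenol-red free) ran from lowest to highest compound concentration; after 72 h at 37 °C viability was read luminescently and curves fitted.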
HT1080NT lethal: qHTS for induction of synthetic lethality in tumor cells producing 2HG: qHTS for the HT-1080-NT fibrosarcoma cell line | HT-1080-NT fibrosarcoma viability, CellTiter-Glo ATP luminescence, 48 h | AID 686970, 2013 | actives 1.6% (n = 360,000) | Potency, µM (highest dose often 46.1 µM), without a hit: at the top dose activity, negative = less viability, hits mostly cytotoxic;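 also: NT is the 2HG producing partner of a matched IDH1 knockdown line; potency is read from the fitted curve at half-maximal effect; 0% = DMSO-treated cells and -100% = media-only wells without cells; nearly all actives have a fitted effect of over 55% in size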
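750 cells/well, RPMI + 5% FBS; 2 h settle, compound pin-transfer, 48 h at 37 degrees C. CellTiter-Glo 10 min RT, luminescence. Normalized to DMSO and media-only wells.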
KB-V1 cytotox: qHTS assay for MDR1-selective chemotherapeutics: Primary screen using the drug-selected MDR subline cells KB-V1. KB-V1 MDR cells viability, CellTiter-Glo, 72 h. Potency, µM (titrated, usually from 46.1 µM), for the others: top-dose activity change, negative = cytotoxicity, most hits filed as cytotoxic. actives 3.4% (n = 400,000). AID 1347076, 2019; also: potency is read from the fitted curve at half-maximal effect; % is scaled to controls: 0 for no effect and ±100 for the full control effect; nearly all actives have a fitted effect of over 60% in size
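Potencies derive from concentration-effect curves fitted to normalized luminescence (CellTiter-Glo) of KB-V1 cells treated for 72 h at 37 degrees C in phenol-red-free DMEM containing 10% FBS.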
IL1B secr inh: qHTS for Inhibitors of Inflammasome Signaling: IL-1-beta AlphaLISA Primary Screen; THP-1 LPS/ATP IL-1B secretion, AlphaLISA, 16 h; active compounds read low; actives 4.7% (n = 360,000); activity change, % at 57.5 µM; in the data active = activity change below about -50%; inconclusive = mostly about -30% to -49%; also: % is scaled to controls: 0 for no effect and ±100 for the full control effect
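Secreted IL-1B measured by AlphaLISA bead assay after 16 h compound exposure of THP-1 cells; compounds (final up to 57.5 uM) added 1 h before LPS (250 ng/mL) and ATP (1.25 mM) stimulation; lower signal means less secretion.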
D3 ag: qHTS of D3 Dopamine Receptor Agonist: qHTS; D3R DiscoveRx beta-arrestin cells, luminescence, 90 min; actives 0.58% (n = 410,000); max activation, %; AID 652048, 2013; in the data active = max activation above about 30%; also: 0% is about no effect; mostly tested at two doses, the higher about 12 µM
Target sequence (P35462 whole entry, looked up): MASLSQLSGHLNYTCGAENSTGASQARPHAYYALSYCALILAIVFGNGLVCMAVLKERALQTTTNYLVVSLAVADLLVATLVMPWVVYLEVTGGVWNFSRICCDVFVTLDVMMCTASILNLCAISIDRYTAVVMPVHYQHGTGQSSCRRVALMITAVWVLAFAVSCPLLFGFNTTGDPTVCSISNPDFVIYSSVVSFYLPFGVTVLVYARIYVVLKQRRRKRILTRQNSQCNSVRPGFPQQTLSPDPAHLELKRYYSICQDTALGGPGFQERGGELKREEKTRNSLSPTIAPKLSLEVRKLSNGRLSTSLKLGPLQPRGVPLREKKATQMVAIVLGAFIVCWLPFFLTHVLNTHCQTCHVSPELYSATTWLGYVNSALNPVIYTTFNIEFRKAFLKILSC
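Cells at 1500/well, incubated overnight, then treated with pinned compounds (dopamine as control) for 90 min at 37 degrees C. DiscoveRx reagent added for 30 - 60 minutes at room temperature; luminescence read.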
An asterisk follows results filed as active; ? = inconclusive; / = not tested or not shown; [ ] = dose if it differs, or a comment. Unless noted, calls follow the shape of the dose curve; as a rule, active = well fitted curve in the direction sought with a large enough effect; inconclusive = small, poorly fitted or top-dose-only effect, or another doubt; inactive = no such curve, though single readings can be large; an effect the other way counts as inactive or inconclusive.

entry	smiles	SW480 rerep	HT1080 IDH1KD tx	MCF10A rereplic	HEK293 tox	KB-3-1 tox
1	CC(C)Nc1nc(NC(C)C)nc(Oc2ccc(/C=N/O)cc2)n1	-1%	-16%	8%	-22%	-14%
2	CCOC(=O)c1sc(NC(=O)CCN2CCC(C)CC2)c(C(=O)OCC)c1C	-9%	-2%	0%	10%	6%
3	O=C(NCC(=O)N1CCN(S(=O)(=O)c2ccc3c(c2)OCCO3)CC1)c1ccccc1Cl	-2%	-4%	-7%	-11%	7%
4	Cc1onc(-c2ccccc2Cl)c1C(=O)NCC1CCCO1 (stereo unspecified)	-1%	-1%	-7%	5%	-7%
5	CCCC1=Nc2cc(C(=O)NCCc3ccc(OC)cc3OC)ccc2Sc2ccccc21	/	/	/	-10%	?
6	O=C(c1ccc(Cl)c([N+](=O)[O-])c1)N1CCN(c2ccccc2)CC1	?	?	?	?	?
7	COc1ccc(-n2c(SCC(=O)N3CCCCC3)nc(O)cc2=O)cc1	-2%	16%	-5%	-22%	-5%
8	COc1ccc(-c2cc(C)no2)cc1S(=O)(=O)Nc1cccc(C(F)(F)F)c1	/	/	/	-2%	-18%
9	Nc1ncnc2c1ncn2[C@@H]1O[C@H](CNS(=O)(=O)c2ccc3c(c2)CCN(C(=O)C(F)(F)F)C3)[C@@H](O)[C@H]1O	-1%	5%	-5%	-7%	5%
10	O=C(NC(=S)Nc1ccc(Cl)c(C(=O)O)c1)c1ccco1	1%	19%	0%	5%	11%

entry	HT1080NT lethal	KB-V1 cytotox	IL1B secr inh	D3 ag
1	-3%	-10%	-5	-4
2	-3%	?	-16	-2
3	-6%	17%	0	8
4	1%	2%	0	-16
5	/	28%	/	-8
6	?	?	-27	1
7	16%	1%	20	15
8	/	-25%	/	-12
9	8%	7%	-3	-15
10	15%	26%	26	-2

Three compounds out of the list, arranged by count of non-hydrogen atoms, falling.
entry	smiles	SW480 rerep	HT1080 IDH1KD tx	MCF10A rereplic	HEK293 tox	KB-3-1 tox
7	COc1ccc(-n2c(SCC(=O)N3CCCCC3)nc(O)cc2=O)cc1	-2%	16%	-5%	-22%	-5%
1	CC(C)Nc1nc(NC(C)C)nc(Oc2ccc(/C=N/O)cc2)n1	-1%	-16%	8%	-22%	-14%
10	O=C(NC(=S)Nc1ccc(Cl)c(C(=O)O)c1)c1ccco1	1%	19%	0%	5%	11%

entry	HT1080NT lethal	KB-V1 cytotox	IL1B secr inh	D3 ag
7	16%	1%	20	15
1	-3%	-10%	-5	-4
10	15%	26%	26	-2

Back to the main list, repeating the two entries before the break.
entry	smiles	SW480 rerep	HT1080 IDH1KD tx	MCF10A rereplic	HEK293 tox	KB-3-1 tox
9	Nc1ncnc2c1ncn2[C@@H]1O[C@H](CNS(=O)(=O)c2ccc3c(c2)CCN(C(=O)C(F)(F)F)C3)[C@@H](O)[C@H]1O	-1%	5%	-5%	-7%	5%
10	O=C(NC(=S)Nc1ccc(Cl)c(C(=O)O)c1)c1ccco1	1%	19%	0%	5%	11%
11	Cc1cc(C)c2[nH]c3nc(SCC(=O)O)nnc3c2c1	-4%	9%	-1%	5%	-1%
12	COc1ccc(NC(=S)NNc2ccc([N+](=O)[O-])cc2S(=O)(=O)Nc2ccc(C)cc2C)cc1	4%	18µM*	?	?	?
13	CCCN(CC(=O)Nc1ccccc1C)C(=O)CC(NC(=O)c1ccccc1)c1ccccc1 (stereo unspecified)	?	-8%	29%	14%	-1%
14	CCN(CC)CCCN(C(=O)c1ccco1)c1nc(-c2ccc(Cl)cc2)cs1	?	15µM*	17%	?	-20%
15	COc1ccc(CCC(=O)N2CCN(S(=O)(=O)c3cccc(Cl)c3)CC2)cc1	13%	-3%	-6%	2%	?
16	O=[N+]([O-])c1ccc2nc(-c3ccncc3)[nH]c2c1	0%	-2%	5%	-18%	1%
17	COc1cccc(-c2cc(C(F)(F)F)c(C#N)c(=O)[nH]2)c1	2%	-13%	18µM*	5%	-11%
18	O=c1nc2n(c3ncccc13)CCC2	-4%	13%	-3%	0%	0%
19	CCOc1ccc(Oc2ccc(C(F)(F)F)cc2N)cc1	?	-3%	27%	?	-27%
20	Cc1ccc(C2CC(c3cccs3)=NN2C(=O)CSC2=NN3CCCC(=O)N=C3S2)cc1 (stereo unspecified)	2%	-3%	-5%	?	2%

entry	HT1080NT lethal	KB-V1 cytotox	IL1B secr inh	D3 ag
9	8%	7%	-3	-15
10	15%	26%	26	-2
11	9%	10%	42	2
12	23µM*	?	-84*	2
13	-10%	?	-1	-35
14	23µM*	-1%	-67*	-18
15	-4%	-6%	-25	3
16	3%	3%	51	5
17	-9%	4%	36	5
18	11%	5%	19	0
19	-1%	-19%	-18	1
20	-4%	-1%	-18	-2

Next section.
entry	smiles	SW480 rerep	HT1080 IDH1KD tx	MCF10A rereplic	HEK293 tox	KB-3-1 tox
21	CCOc1ccccc1CNCCCSc1nnnn1C	/	/	/	-6%	-4%
22	CC(C)NC(=O)c1sc2ncccc2c1-n1cccc1	/	/	/	-17%	4%
23	O=C(NC1(C(F)(F)F)NC(=O)N(C2CCCCC2)C1=O)c1ccco1 (stereo unspecified)	1%	0%	1%	3%	?
24	COC(=O)CSc1nnc(COc2ccc([N+](=O)[O-])cc2)n1C	-1%	11%	-13%	-4%	8%
25	C/C(=N\Nc1nc(N)cc(Cl)n1)c1ccc(F)cc1	-2%	9%	12%	-9%	0%
26	COc1cc(C)c(Cl)cc1S(=O)(=O)NCC1CCCO1 (stereo unspecified)	1%	3%	1%	2%	0%
27	O=C(CNC(=O)c1ccco1)N/N=C/c1c[nH]c2ccccc12	-27%	0%	-9%	-3%	19%
28	Cc1ccc(C)c(CN2C(=O)c3ccccc3S(=O)c3ccc(C(=O)N4CCN(c5ccccn5)CC4)cc32)c1 (stereo unspecified)	20%	-12%	?	-10%	10µM*
29	Cc1cc2cc(CNC(=O)CC(C)C)ccc2n1C	-2%	15%	-179%[0.0737 µM]	5%	12%
30	Cc1cccc(Nc2nc(N)c([N+](=O)[O-])c(N3CC(C)OC(C)C3)n2)c1 (stereo unspecified)	-9%	5%	1%	-13%	?

entry	HT1080NT lethal	KB-V1 cytotox	IL1B secr inh	D3 ag
21	/	12%	/	-19
22	/	11%	/	8
23	-4%	-21%	-29	4
24	-1%	15%	-4	0
25	5%	19%	-9	-3
26	2%	-2%	10	2
27	6%	0%	25	-2
28	?	?	-24	-5
29	-3%	-9%	-15	-2
30	4%	6%	?	1

More structures follow.
entry	smiles	SW480 rerep	HT1080 IDH1KD tx	MCF10A rereplic	HEK293 tox	KB-3-1 tox
31	Cc1nc(-c2cnn(-c3ccccc3)c2)c2cc(C)oc2n1	-11%	-8%	9%	11%	-2%
32	CCCNC(=O)CN1CCN(c2cc3ccccc3c(Cl)n2)CC1	0%	-21%	?	-22%	-2%
33	O=C(NC1C(=O)NNC1c1ccccc1)c1ccccc1 (stereo unspecified)	-11%	1%	0%	5%	-15%
34	COc1cc(OC)cc(-c2nc(-c3cc4cc(C)ccc4nc3OC)no2)c1	?	-20%	-12%	40%[activator]	4%
35	Cc1cc(Cl)ccc1NC(=O)C(=O)NCc1ccco1	/	/	/	6%	-20%
36	CCOc1ccc(N2CC(C(=O)NC3CCCCCC3)CC2=O)cc1 (stereo unspecified)	-1%	4%	-4%	-3%	7%
37	O=C(CN1CCN(c2ccccn2)CC1)Nc1cccc(C(F)(F)F)c1	-2%	-7%	2%	12%	-9%
38	CN(C)Cc1cc(C(F)(F)F)ccc1C(O)(c1ccccc1)c1ccccc1	?	-2%	21%	?	?
39	Cc1cc(C(=O)Nc2cccc(O)c2)c(C)o1	-7%	19%	-7%	-18%	1%
40	COc1ccc(C#Cc2c(-c3ccccc3)n(-c3ccccc3)c3ccc(CO)cc23)cc1	?	?	21µM*	-29%	0%

entry	HT1080NT lethal	KB-V1 cytotox	IL1B secr inh	D3 ag
31	-9%	?	-16	5
32	-17%	?	-21	-9
33	17%	-18%	6	-2
34	-4%	-2%	3	-11
35	/	-5%	/	-2
36	1%	-2%	8	-4
37	-4%	-27%	-8	-3
38	-15%	21µM*	-75*	0
39	8%	-23%	21	-14
40	?	?	0	-2

The list goes on:
entry	smiles	SW480 rerep	HT1080 IDH1KD tx	MCF10A rereplic	HEK293 tox	KB-3-1 tox
41	O=C(NCc1ccco1)c1cccc(NS(=O)(=O)c2cccc(F)c2)c1	-4%	16%	18%	-5%	-7%
42	O=C(O)c1nn(CC(=O)N2CCN(c3ncc(C(F)(F)F)cc3Cl)CC2)c(=O)c2ccccc12	-6%	-27%	26%	-3%	-11%
43	Nc1ccc(OCCc2ccccc2)cc1	-6%	0%	-8%	-7%	16%
44	COc1ccccc1CNc1ncccc1[N+](=O)[O-]	-11%	7%	11%	-2%	-5%
45	CCOC(=O)Cn1c(=O)c2c(nc(N3CCCCC3)n2Cc2ccccc2)n(C)c1=O	2%	-6%	26%	0%	-11%
46	COc1ccc(C2C(C(=O)Nc3ccccc3)=C(C)Nc3nc(CCCO)nn32)cc1 (stereo unspecified)	2%	2%	0%	11%	25%

entry	HT1080NT lethal	KB-V1 cytotox	IL1B secr inh	D3 ag
41	10%	1%	19	0
42	-13%	?	-6	21
43	0%	-1%	23	5
44	5%	14%	0	-2
45	-27%	-4%	-1	-8
46	3%	-1%	6	3

Individual results from the list:
For SW480 rerep, entry 44 reads -11%
For HT1080NT lethal, entry 41 reads 10%
For IL1B secr inh, entry 42 reads -6
For KB-V1 cytotox, entry 45 reads -4%
For MCF10A rereplic, entry 43 reads -8%
For KB-V1 cytotox, entry 46 reads -1%
